From PubChem
LDHA block = inhibitors of human lactate dehydrogenase A | P00338 | purified LDHA, NADH/diaphorase-resazurin fluorescence; hits give low values | activity change, % (values are at about 110 or 230 µM) | 480,000 compounds, 0.15% hits; in the data active = activity change below about -30%; inconclusive = mostly about -25% to -30%;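 also: plate controls were DMSO wells for no effect and wells without enzyme for full effect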
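Human LDH5 at 2 nM final in Tris HCl pH 7.4 with 0.06 mM NADH and 0.2 mM pyruvate, reacted 5 minutes at room temperature. Remaining NADH coupled via diaphorase/resazurin; resorufin fluorescence read at 0 and 20 minutes, normalized to enzyme-free and DMSO wells.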
Vif-APOBEC3G blk = blocks the Vif interaction with human APOBEC3G | HeLa A3G-eYFP + Vif (tagged APOBEC3G with the HIV-1 protein that degrades it), YFP fluorescence, overnight | Potency, µM (top dose mostly 46.1 µM), inactives show at the top dose activity, negative = active, hits mostly inhibitors | 410,000 compounds, 0.076% hits | AID 602310;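 also: potency is read from the fitted curve at half-maximal effect; % is scaled to controls: 0 for no effect and ±100 for the full control effect; nearly all actives have a fitted effect of over 60% in size; hits raise eYFP signal because A3G escapes Vif-driven loss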
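Read-out is eYFP fluorescence (Ex 488/Em 500-530) from Vif-expressing HeLa A3G-eYFP cells; more signal means A3G escaped Vif-mediated degradation. Cells plated overnight, compound pinned in, incubated overnight at 37 deg C.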
Vif-A3F inh = inhibitors of Vif-A3F interaction; HeLa A3F-eYFP + Vif (tagged APOBEC3F with the HIV-1 protein that degrades it), YFP fluorescence increase; Potency, µM (series often up to 46.1 µM), without a hit: at the top dose activity, negative = active; 390,000 compounds, 0.2% hits; also: potency is read from the fitted curve at half-maximal effect; % of control where 0% means no effect; nearly all actives have a fitted effect of over 65% in size
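Fluorescence increase (Ex 488/Em 500-530) after overnight compound treatment at 37 deg C flags inhibition of Vif-driven A3F-eYFP loss in stable HeLa A3F-eYFP/Vif cells seeded overnight beforehand.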
GRP78 ERSR act = ER stress response induction in glioma | U87-MG GRP78 promoter luciferase reporter, 16 h | AID 602332 | 420,000 compounds, 0.02% hits | Potency, µM, for inactives: at the highest dose activation, most hits filed as activators; also: potency is read from the fitted curve at half-maximal effect; series mostly up to about 76 µM; % of control where 0% means no effect; nearly all actives have a fitted effect of over 35% in size
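Stably transfected U87-MG human glioma cells carrying a GRP78-based luminescent sensor were seeded at 1000 cells/well, pin-dosed with compounds and incubated 16 h. Luciferase reagent was then added, and end-point luminescence was read after 10 min at room temperature.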
USP1 inh = inhibitors of human USP1/UAF1 deubiquitinase. O94782. Potency, µM (highest dose often 57.1 µM), without a hit: at the top dose activity change, negative = inhibition, actives largely listed as inhibitors. 390,000 compounds, 0.23% hits. recombinant USP1/UAF1, Ub-Rhodamine cleavage fluorescence; also: potency is read from the fitted curve at half-maximal effect; % is scaled to controls: 0 for no effect and ±100 for the full control effect; nearly all actives have a fitted effect of over 60% in size; inactives centre near -12
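In this screen, compounds sit with the deubiquitinase complex (1nM) for 15 min at room temperature before Ub-Rho is added at 150nM final. Fluorescence rise is then followed for 6 reads every 60 seconds.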
TrxR1 substrate = rat thioredoxin reductase 1 substrate activity; purified TrxR1 substrate turnover, NADPH consumption readout; Potency, µM (titrated, usually from 114 µM), without a hit: at the highest dose activity change, negative = substrate turnover; 390,000 compounds, 0.01% hits; O89049; also: potency is read from the fitted curve at half-maximal effect; % is scaled to controls: 0 for no effect and ±100 for the full control effect; nearly all actives have a fitted effect of over 50% in size
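Rat TrxR1, dispensed at 90 nM, was prereduced with 400 uM NADPH (final) for 5 min at ~22 deg C, then incubated with compound 15 min before 400 uM selenite. A first-read NADPH fluorescence drop versus no-compound background flagged substrates.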
mIDH1 inhibitor = blocks human mutant IDH1 R132H enzyme; 390,000 compounds, 0.093% hits; Potency, µM (titrated, usually from 76.6 µM), without a hit: at the highest dose activity change, negative = inhibition, usual class: inhibitors; IDH1-R132H enzyme, NADPH consumption, diaphorase/resazurin fluorescence; O75874; also: potency is read from the fitted curve at half-maximal effect; % is scaled to controls: 0 for no effect and ±100 for the full control effect; nearly all actives have a fitted effect of over 65% in size
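IDH1-R132H (0.5 ug/mL dispensed) in pH 7.5 Tris buffer was preincubated 30 min with compound, then given a substrate mix of 0.016 mM NADPH and 2 mM alpha-KG for 80 min at room temperature; remaining NADPH was read by diaphorase/resazurin fluorescence.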
RXFP1 agonist = agonists of human relaxin receptor RXFP1; Q9HBX9; HEK293T-RXFP1 cAMP TR-FRET, 30 min; response scale: percent of porcine relaxin response, buffer zero; Potency, µM (series often up to 57.5 µM), inactives show at the top dose activation, usual class: activators; 370,000 compounds, 0.3% hits; AID 2676; also: potency is read from the fitted curve at half-maximal effect; % is scaled to controls: 0 for no effect and ±100 for the full control effect; nearly all actives have a fitted effect of over 60% in size; many of its hits are not listed in these tables
Target sequence (Q9HBX9 whole entry, looked up): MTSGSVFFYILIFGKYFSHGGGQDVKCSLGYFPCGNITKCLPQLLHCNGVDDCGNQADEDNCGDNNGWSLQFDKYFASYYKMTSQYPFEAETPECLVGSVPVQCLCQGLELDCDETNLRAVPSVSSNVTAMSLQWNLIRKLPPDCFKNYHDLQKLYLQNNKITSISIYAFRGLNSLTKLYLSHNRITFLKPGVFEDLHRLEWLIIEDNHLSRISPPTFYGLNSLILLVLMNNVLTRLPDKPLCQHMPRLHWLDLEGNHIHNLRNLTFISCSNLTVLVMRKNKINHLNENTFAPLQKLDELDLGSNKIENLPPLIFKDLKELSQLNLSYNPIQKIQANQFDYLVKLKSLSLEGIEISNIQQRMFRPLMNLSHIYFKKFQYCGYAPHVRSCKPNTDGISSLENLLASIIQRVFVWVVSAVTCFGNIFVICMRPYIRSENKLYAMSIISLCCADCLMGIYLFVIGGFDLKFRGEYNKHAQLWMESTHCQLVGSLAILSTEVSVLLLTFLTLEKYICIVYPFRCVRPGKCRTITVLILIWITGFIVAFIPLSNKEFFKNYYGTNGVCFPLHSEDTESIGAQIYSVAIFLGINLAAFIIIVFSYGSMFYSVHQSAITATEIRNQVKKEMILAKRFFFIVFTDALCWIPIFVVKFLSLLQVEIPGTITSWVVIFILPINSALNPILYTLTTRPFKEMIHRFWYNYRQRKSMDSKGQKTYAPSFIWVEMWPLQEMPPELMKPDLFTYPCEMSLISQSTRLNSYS
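HEK293 cells stably expressing RXFP1, treated 30 min at 37C with compounds plus PDE4 inhibitor Ro 20174; cAMP measured by HTRF TR-FRET. Normalized to buffer and 29 nM porcine relaxin; EC50 by Hill fit.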
PI4K2A block = blocks human PI4K2A kinase activity | 420,000 compounds, 0.13% hits | Q9BTU6 | activity change, negative = inhibition, % at 76.9 µM | AID 1346378 | purified PI4K2A, ADP-Glo luminescence, 1 h; hits give low values; in the data active = activity change below about -50%; inconclusive = mostly about -30% to -49%;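 also: -100% = wells without enzyme as full effect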
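PI4K2A activity was measured by ADP-Glo luminescence: enzyme (4 ug/mL stock) and phosphatidylinositol (1.2 mM stock) in Tris pH 7.5/MgCl2/EGTA/Triton X-100 buffer were reacted with ATP (300 microM stock) for one hour at ambient temperature.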
* = called active by the depositor; ? = inconclusive; . = not tested or not shown; & = joins results of further samples; [ ] = dose if it differs, or a comment. Unless noted, calls follow the shape of the dose curve; as a rule, active = well fitted curve in the direction sought with a large enough effect; inconclusive = small, poorly fitted or top-dose-only effect, or another doubt; inactive = no such curve, though single readings can be large; an effect the other way counts as inactive or inconclusive. These rows are one share of the data; count on the stated rates, not on these rows.

SMILES	LDHA block	Vif-APOBEC3G blk	Vif-A3F inh	GRP78 ERSR act	USP1 inh	TrxR1 substrate	mIDH1 inhibitor	RXFP1 agonist	PI4K2A block
COCCNC(=O)C1(C)CCCN(C(=O)c2cc(C)on2)C1 (stereo not drawn)	-2	2%	.	-3%	.	.	.	.	-11
COCCNC(=O)c1onc(CSc2ccc(F)c(F)c2)c1C(=O)O	-9	4%	1%	-7%	-19%	8%[57.1 µM]	-9%	-0.6%	-7
CNS(=O)(=O)c1ccc(C(=O)NCC(=O)NCC2COc3ccccc3O2)cc1 (stereo not drawn)	-7	-4%	11%	-2%	-20%	3%	4%	-0.7%	-2
O=c1c2ccccc2nc2n1-c1ccccc1CCC2	-1	-2%	2%	-3%	-6%	-4%	-2%	-0.3%	7
CCC(C)NC(=O)CSc1n[nH]c(-c2cc(Cl)ccc2OC)n1 (stereo not drawn)	-2	-1%	2%	-4%	-18%	-7%[57.1 µM]	15%	-2.8%	1
S=c1nc(-c2ccccc2)c(-c2ccccc2)n[nH]1	-1	7%	-2%	-3%	-15%	3%	19%	22%	-4
CCOC(=O)C1=NOC(CNc2ncc(C(F)(F)F)cc2Cl)C1 (stereo not drawn)	-2	5%	4%	5%	-17%	-13%[57.1 µM]	10%	4.3%	-8
COC(=O)c1c(NC(=O)c2cccc(S(=O)(=O)N3CCN(C)CC3)c2)sc(C)c1C	3	1%	-31%	-4%	-4%	-10%	-3%	2.6%	-3
O=C(COC(=O)c1cc([N+](=O)[O-])ccc1N1CCOCC1)Nc1c(Cl)cccc1Cl	-3	-10%	0%	-2%	-25%	-6%	-1%	3.4%	-2
Cc1cc(/C=C(\C#N)C(N)=O)c(C)n1-c1ccc(N2CCOCC2)c([N+](=O)[O-])c1	-2	-5%	2%	-3%	-3%	-17%	-4%	4.8%	0
O=C(COC(=O)CCc1ccc(S(=O)(=O)N2CCOCC2)cc1)NCc1ccccc1Cl	0	1%	0%	1%	-26%	-9%	-4%	-1.6%	5
N#CC[n+]1cccc(Br)c1	-7	3%	.	-3%	.	11%[0.0914 µM]	.	.	.
COc1ccc(CNC(=O)c2cc3cccc(O)c3oc2=N)cc1	3	-9%	3%	?	-28%	1%	-2%	-3.0%	-4
COc1ccc(S(=O)(=O)Nc2ccc(F)c(F)c2)cc1Cl	-3	0%	0%	-1%	-1%	0%	8%	-0.2%	-2
O=[N+]([O-])c1ccccc1NC(=S)N/N=C/c1ccc(O)c(O)c1	3	-9%	2%	-1%	-23%	-4%	-7%	-0.1%	-4
O=C(CN1CCN(Cc2ccccc2Cl)CC1)N/N=C/c1cccs1	-3	-1%	-4%	0%	-5%	3%[57.1 µM]	11%	1.7%	1
O=Cc1c(N2CCC3(CC2)OCCO3)nc2ccccn2c1=O	-11	-6%	6%	-3%	-8%	-6%	-3%	11%	8
O=C(COC(=O)c1ccc2c(c1)OCCO2)Nc1cc(S(=O)(=O)N2CCOCC2)ccc1Cl	-2	3%	-2%	-5%	-8%	-1%	-3%	4.9%	-2
O=C(NCC1(N2CCOCC2)CCCCC1)c1cccc(S(=O)(=O)Nc2ccc(F)cc2)c1	-19	0%	1%	-5%	-9%	-21%	0%	1.4%	7
Cc1nn(CCCC(=O)Nc2cc(Oc3ccccc3)cc([N+](=O)[O-])c2)c(C)c1[N+](=O)[O-]	-7	2%	-5%	-2%	-5%	-8%	3%	1.4%	-2
COc1ccccc1NC(=O)c1ccc2c(c1)OCO2	1	-2%	3%	0%	-19%	4%	8%	0.0%	-10
CC(C)[C@H](NC(=O)N1c2ccccc2NC(=O)[C@@H]1C(C)C)C(=O)N[C@@H](Cc1ccccc1)C(=O)O	4	4%	5%	5%	-19%	3%	2%	1.7%	-2
O=C(NCCc1ccccc1)Nc1nnc([C@@H]2C[C@H](O)[C@@H](CO)O2)s1	-6	-1%	.	-5%	.	.	.	.	1
O=c1cc(CSc2ccccn2)nc(N2CCN(c3ccccc3)CC2)[nH]1	-9	0%	-6%	-1%	1%	-1%	1%	2.7%	0
c1ccc(C2OCCN2c2ccccc2)cc1 (stereo not drawn)	-3	6%	-9%	-2%	-21%	9%[57.1 µM]	6%	.	4

Ordered by the number under USP1 inh (highest first): 3 from the list above.
smiles | USP1 inh
CC(C)[C@H](NC(=O)N1c2ccccc2NC(=O)[C@@H]1C(C)C)C(=O)N[C@@H](Cc1ccccc1)C(=O)O | -19%
CNS(=O)(=O)c1ccc(C(=O)NCC(=O)NCC2COc3ccccc3O2)cc1 (stereo not drawn) | -20%
O=[N+]([O-])c1ccccc1NC(=S)N/N=C/c1ccc(O)c(O)c1 | -23%

New compounds follow.
SMILES	LDHA block	Vif-APOBEC3G blk	Vif-A3F inh	GRP78 ERSR act	USP1 inh	TrxR1 substrate	mIDH1 inhibitor	RXFP1 agonist	PI4K2A block
N/C(=N\OC(=O)c1ccc(F)cc1)c1cccc([N+](=O)[O-])c1	-12	-3%	-6%	4%	-21%	-3%	0%	-0.9%	-2
CCC1(c2ccccc2)NC(=O)N(CC(=O)Nc2cc(S(=O)(=O)N3CCCCCC3)ccc2OC)C1=O (stereo not drawn)	-2	1%	8%	-1%	-24%	-4%	3%	0.3%	-3
CC(=O)NS(=O)(=O)c1ccc(N/C(N)=N/c2nc(C)cc(C)n2)cc1	-1	1%	?	-4%	-8%	4%	-3%	2.9%	0
Cc1ccc(CSCC(=O)Nc2ccccc2)cc1	1	-1%	-8%	1%	-3%	-2%[57.1 µM]	1%	2.5%	-1
Cn1cccc1/C=N/n1cnnc1	-5	0%	-5%	-7%	-7%	-4%	5%	2.7%	-1
CN(C1CCCCC1)S(=O)(=O)c1ccc(NC(=O)c2ccc(Br)o2)cc1	-4	-1%	-5%	0%	-20%	10%[57.1 µM]	0%	-1.2%	9
N#Cc1cccc(NC(=O)COC(=O)Cn2nc(-c3ccccc3)oc2=O)c1	-10	2%	-8%	-3%	2%	-4%	-7%	-0.1%	-2
C=CCOc1cccc(CNCc2ccncc2)c1	-6	3%	-1%	-4%	-6%	1%	-3%	0.5%	4
Cc1cc(C)n(S(=O)(=O)c2ccc(Cl)c(Cl)c2Cl)n1	-3	-1%	-5%	-6%	-16%	-2%	8%	0.0%	0
O=C(COC(=O)CCC1CCCC1)Nc1ccc(F)cc1Cl	-13	-1%	-1%	0%	-11%	-2%	0%	1.2%	-8
CC(=O)Nc1cc(C(=O)OCC(=O)c2ccc(Cl)cc2Cl)ccc1C	1	-1%	10%	2%	-16%	5%[57.1 µM]	1%	0.8%	-5
CN1CCCC1CCNc1ccc2oc3ccccc3c(=O)c2c1 (stereo not drawn)	2	4%	-6%	-9%	-32%	-4%	0%[38.3 µM]	1.0%	-3
CCOC(=O)c1oc2ccccc2c1COC(=O)CNC(=O)c1ccccc1OC	-2&4	-2%	5%	-1%	-25%	3%	4%	0.3%	4
CC(C)(C)c1ccccc1NC(=O)c1ccco1	-8	-1%	1%	-5%	18%	5%	0%	0.9%	-3
O=C(NN1CCOCC1)c1ccc(Cl)cc1	-4	-3%	-13%	-2%	-15%	-6%	4%	0.4%	-6
COc1cc(NC(=O)COC(=O)CC(C)(C)C)c(C)cc1[N+](=O)[O-]	1	0%	1%	-3%	-16%	3%	6%	0.7%	3
CC(C)NC(=O)/C(=C/c1ccco1)c1ccccc1	3	0%	-4%	-1%	-1%	16%[57.1 µM]	1%	1.0%	1
CSCC(=O)NS(=O)(=O)c1ccc(C)cc1	-5	0%	3%	-3%	-9%	6%	10%	-0.9%	-1
Cc1cc(Cl)ccc1NC(=O)CSc1n[nH]c(N)n1	-9	1%	3%	0%	-8%	-4%	3%	0.8%	4
COc1ccccc1CCN1CCCC(CN(C)C(=O)c2ccco2)C1 (stereo not drawn)	-1	0%	-2%	0%	-18%	-2%	-8%	0.0%	1
C=CCn1c(CNC(=O)c2cccs2)nnc1SCC(=O)c1ccc(Br)cc1	0	1%	0%	-2%	-17%	4%[57.1 µM]	5%	0.5%	2
CC(C)C(O)(c1ccccc1)C(CN1CCOCC1)c1ccccc1 (stereo not drawn)	1	-8%	-10%	-4%	-12%	-5%	1%	1.9%	-9
O=C(C1CCCN(Cc2ccccc2)C1)N1CCCCC1 (stereo not drawn)	-13	-4%	9%	-2%	-10%	0%	9%	6.3%	10
O=C(CN(Cc1ccccc1)C(=O)CCC(=O)Nc1nccs1)NCC1CCCO1 (stereo not drawn)	-7	0%	-5%	-1%	-9%	11%	0%	2.9%	-3
CN(Cc1ccccc1)C(=O)c1csc([C@@H]2C[C@H](O)[C@@H](CO)O2)n1	-7	0%	.	-1%	.	.	.	.	1
COc1ccccc1OCc1ccc(C(=O)N2CCCCC2)o1	-6	-1%	-9%	-2%	-8%	2%	-10%	-0.7%	1
CCC1CCCCN1CCCCOc1cccc(Cl)c1 (stereo not drawn)	-23	2%	4%	-3%	-6%	-3%	-7%	-0.8%	4
CC1(C)CC(=O)C2=C(C1)NC(=O)CC2c1ccc(F)cc1 (stereo not drawn)	-6	-2%	0%	-3%	2%	7%[57.1 µM]	6%	0.6%	-13
